HDAC3 inhib = inhibitors of human histone deacetylase 3 | O15379 | recombinant HDAC3, fluorogenic peptide/trypsin coupled, fluorescence | inhibition, % at 8.3 µM | hit rate 0.15% among 320,000 | AID 2718; in the data active = inhibition above about 26%, passing the limit was not always enough; inconclusive = no clear call, values can overlap the other calls
KCNK3 block = human KCNK3 channel inhibition, primary screen; B-score at 10 µM; AID 602410; O14649; hit rate 0.84% among 340,000; CHO-KCNK3 thallium flux, FluxOR fluorescence; active compounds read low;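 active = B-score under library mean minus 4 SD, starting fluorescence ratio at most library mean plus 5 SD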;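 note: more negative B-score means stronger inhibition of thallium flux through KCNK3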
PolyA inhibitor = yeast polyadenylation inhibition. AID 1875. calls only at 12 µM. S. cerevisiae SKY197-pL101 polyadenylation reporter, beta-gal luminescence; efflux-impaired pdr1/pdr3 knockout yeast; score 100 = 6 SD above DMSO. hit rate 0.02% among 300,000;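 active = lowest replicate activity score at least 50, where 100 means six control SD above control mean; inconclusive = lowest score under 50 but half or more replicates reach 50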;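 note: yeast exposed to compound for 9 h at 30 °C; higher score means more reporter readthrough which indicates perturbed polyadenylation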
KCNK9 inh = human KCNK9 channel inhibition. AID 488922. hit rate 1.2% among 310,000. HEK293 KCNK9, FluxOR thallium flux fluorescence; active compounds read low. B-score at 10 µM. Q9NPC2;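 active = ratio B-score over 3 SD below the library mean, with starting fluorescence within 5 SD of its mean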;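 note: negative B-score means less thallium flux so channel inhibition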
Target sequence (Q9NPC2 whole entry, looked up): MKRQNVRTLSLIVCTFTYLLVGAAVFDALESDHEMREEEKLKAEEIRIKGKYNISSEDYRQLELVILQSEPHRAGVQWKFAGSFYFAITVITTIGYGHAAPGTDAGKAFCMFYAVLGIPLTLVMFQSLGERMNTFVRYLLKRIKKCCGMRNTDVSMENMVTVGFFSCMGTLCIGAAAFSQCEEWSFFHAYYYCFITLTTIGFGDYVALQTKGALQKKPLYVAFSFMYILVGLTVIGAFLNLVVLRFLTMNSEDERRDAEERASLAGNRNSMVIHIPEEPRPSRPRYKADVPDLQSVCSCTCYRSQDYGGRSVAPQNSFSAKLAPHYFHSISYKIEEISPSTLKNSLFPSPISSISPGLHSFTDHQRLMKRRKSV
KCNQ1 inh = blocks the human KCNQ1 potassium channel; P51787; AID 2642; hit rate 1.3% among 310,000; CHO-K1 KCNQ1, FluxOR thallium flux fluorescence; active compounds read high; B-score at 10 µM;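 active = compounds whose thallium flux B-score, printed positive for inhibition, exceeds three library SD while starting fluorescence stays within three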;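 note: channel opened by potassium depolarization with thallium stimulus after 20 min compound exposure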
RGS4 pot = potentiators or activators of RGS4 | AID 463111 | hit rate 0.92% among 310,000 | B-score at 10 µM | HEK293 M3R/inducible RGS4, carbachol calcium flux Fluo4; active compounds read low;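 active = B-score of the integrated calcium signal more than 4 SD below the library mean, with starting fluorescence not abnormally high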;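 note: negative B-score means reduced calcium response which marks RGS4 activation or potentiation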
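Assay system: Inducible-RGS4 HEK293 cells carrying M3 receptor | Schedule: Compound preincubation 20 min at room temperature before agonist | Signal: Kinetic calcium fluorescence imaging with Fluo4-AM dye, 2 µM | Read-out basis: B score from integrated fluorescence ratio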
KCNQ1 pot = potentiators or activators of human KCNQ1 potassium channel; AID 2648; hit rate 0.35% among 310,000; B-score at 10 µM; CHO-K1 KCNQ1, thallium flux FluxOR fluorescence; active compounds read high;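 active = fluorescence ratio B-score, a plate-corrected score, at least three library SD, with initial intensity B-score within 5 SD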
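assay system = KCNQ1-transfected CHO-K1 cells | medium = assay buffer with matched DMSO | probe or stimulus = depolarizing K+/Tl+ stimulus, K2SO4 and Tl2SO4 each 12.5 mM in 5x stock | dosing = single dose | incubation = dye 90 min, compound 20 min, room temperature | detection = kinetic FluxOR fluorescence, 10 s baseline plus 110 s post-stimulus | evaluation = ratio B score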
hERG protect = compounds protecting human hERG from proarrhythmic drug block. CHO-hERG, FluxOR thallium flux, dofetilide IC70 present. activation (rescue from dofetilide block), less the hit threshold, % at 10 µM. hit rate 0.51% among 310,000. AID 1511;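 active = activation above the mean of controls blocked by dofetilide plus 5 SD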;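 note: thallium influx through hERG after potassium depolarization seen as dye fluorescence rise; in these data hits start at about 4.7%; inactives centre near -7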
GSK3 alpha inh = inhibitors of human GSK-3 alpha kinase. ADP-Glo luminescence, 60 min. AID 2650. hit rate 0.1% among 320,000. P49840. inhibition, % at 10 µM;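 in the data active = inhibition above about 50%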;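 note: GST-tagged GSK-3 alpha with peptide substrate and 25 µM ATP; 0% = DMSO neutral wells and 100% = GW8510 positive control wells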
Target sequence (P49840 whole entry, looked up): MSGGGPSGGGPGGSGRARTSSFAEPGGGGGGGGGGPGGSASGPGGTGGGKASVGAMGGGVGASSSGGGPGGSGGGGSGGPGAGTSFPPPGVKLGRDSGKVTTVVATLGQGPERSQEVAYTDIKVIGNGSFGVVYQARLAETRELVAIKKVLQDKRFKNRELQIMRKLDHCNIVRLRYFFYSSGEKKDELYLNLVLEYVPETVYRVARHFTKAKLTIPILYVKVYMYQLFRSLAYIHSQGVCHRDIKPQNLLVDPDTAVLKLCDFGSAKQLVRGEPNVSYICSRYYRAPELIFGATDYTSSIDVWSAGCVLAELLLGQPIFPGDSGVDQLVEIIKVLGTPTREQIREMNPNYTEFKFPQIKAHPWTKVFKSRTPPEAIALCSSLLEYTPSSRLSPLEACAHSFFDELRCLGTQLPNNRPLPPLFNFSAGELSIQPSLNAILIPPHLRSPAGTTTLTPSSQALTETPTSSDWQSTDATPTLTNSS
Dyrk1A ADPGlo = inhibitors of rat Dyrk1A kinase; inhibition, % at 12.5 µM; AID 504441; ADP-Glo luminescence, NFATc1 peptide; Q63470; hit rate 0.43% among 310,000; in the data active = inhibition above about 50%;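 note: plate controls were vehicle with enzyme for no effect and no enzyme for full effect; many of its hits are not listed in these tables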
GSK3beta inhib = inhibitors of human GSK3beta kinase; hit rate 0.038% among 300,000; GST-GSK3beta kinase, ADP-Glo luminescence, 60 min; active compounds read low; activity score (negative = inhibition), % at 10 µM; P49841;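 active = more than half of replicate wells score below -50%, meaning over 50% inhibition versus plate controls; inconclusive = some replicates but at most half score below -50%; inactive = no replicate scores below -50%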;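 note: 0% = median DMSO wells and -100% = median GW8510 positive control wells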
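Assay system: GST-tagged human GSK3beta kinase, cell-free; Input: 1.6 ng GSK3beta; Medium: Tris/MgCl2 kinase buffer; Timing: 60 min enzyme reaction, room temperature; Signal: ADP-Glo luminescence quantifying ADP generated by kinase; Evaluation: score relative to plate controls; Benchmarks: DMSO neutral wells and GW8510 at 20 µM as positive.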
An asterisk follows results filed as active; i = inactive; u = inconclusive; x = no result given. Some of the compounds tested; the hit share may differ from the screen's.

Values run as follows: HDAC3 inhib	KCNK3 block	PolyA inhibitor	KCNK9 inh	KCNQ1 inh	RGS4 pot	KCNQ1 pot	hERG protect	GSK3 alpha inh	Dyrk1A ADPGlo	GSK3beta inhib
CCOc1ccc(N2C(=O)c3cccnc3C2Nc2ccc(Cl)cc2)cc1 (configuration not stated)
  0	i	i	i	i	i	i	-3	-2	-2	6
O=C1N/C(=C/c2ccsc2)C(=O)N1c1ccccc1
  1	i	i	i	i	i	i	-22	-2	-2	-1
CC(=O)c1cccc(NC(=S)NC(=O)Cc2ccccc2)c1
  4	i	i	i	i	i	i	-8	1	3	-3
CC1CCCC(C)N1CCCNC(=O)C(=O)Nc1ccc2nc3n(c(=O)c2c1)CCCCC3 (configuration not stated)
  7	i	i	i	i	i	i	-10	-1	-3	4
CCC[C@@H]1C[C@@]1(CCC)[C@@H](NP(=O)(c1ccccc1)c1ccccc1)c1ccc(C(=O)OC)cc1
  u	x	i	i	i	i	i	-14	-1	x	0
CCCC1C(=O)Nc2ccccc2N1C(=O)c1ccc(C(C)(C)C)cc1 (configuration not stated)
  5	i	i	i	i	i	i	-10	-2	2	-1
O=C(CN1C(=O)CSC1=O)Nc1ccc(F)c(F)c1F
  1	i	i	i	i	i	i	-10	-5	0	6
Cc1ccc2c(c1)C(O)(c1c(C)[nH]c3ccccc13)C(=O)N2 (configuration not stated)
  -2	i	i	i	i	i	i	-1	3	-4	-3
Cc1ccccc1Cn1nnc(-c2ccc3c(c2)OCO3)n1
  9	i	i	i	i	i	i	-8	0	13	4
CSc1ccc(C2c3[nH]c4ccccc4c3CCN2C(=O)c2ccnn2C)cc1 (configuration not stated)
  -2	i	i	i	i	i	i	-15	-1	1	-1
O=c1[nH]c(Nc2nc3ccccc3o2)nc2c1CCCC2
  -5	i	i	i	i	i	i	-5	-1	2	1
N/C(=N\OC(=O)C1CCCCC1)c1ccc(Br)cc1
  3	i	i	i	i	i	i	-3	1	-6	-2
O=C(COC(=O)CNC(=O)c1ccc(Cl)cc1)Nc1ccc(Cl)cc1C(F)(F)F
  6	i	i	i	i	i	i	-7	0	x	4
COc1ccc(S(=O)(=O)N2CCCOC2CNC(=O)C(=O)NCCc2ccco2)cc1 (configuration not stated)
  8	i	i	i	i	i	i	-7	-2	-4	6
Cc1ccc(CN2CCN(Cc3cccc(-n4cccn4)c3)CC2CCO)cc1 (configuration not stated)
  0	i	i	i	i	i	i	-15	2	0	-3
Cc1cccc(C)c1NC(=O)CCS(=O)(=O)c1cccc2nsnc12
  6	i	i	i	i	i	i	-6	0	1	-1
O=C1CC(c2cccs2)c2cc3c(cc2N1)OCO3 (configuration not stated)
  5	i	i	i	i	i	i	-8	4	26	-4
Cc1ccc(-n2ncc3c(NNC(=O)Cc4ccccc4)ncnc32)cc1
  7	i	i	i	i	i	i	-9	0	-4	6
NC(=O)Cc1ccc(Nc2nnc(-c3ccc(O)cc3)c3ccccc23)cc1
  u	i	i	i	i	i	i	-8	-2	x	1
CCC(C)NC(=O)Cn1nc(C(F)(F)F)c2c1CCCC2 (configuration not stated)
  1	i	i	i	i	i	i	0	1	1	3
CCOc1ccc2nc(N3CCCC(C(=O)N4CCN(CC)CC4)C3)sc2c1 (configuration not stated)
  -2	i	i	i	i	i	i	-5	-2	3	-2
CC(C)Oc1ccc(C(CC(=O)O)NC(=O)c2cccs2)cc1 (configuration not stated)
  -9	i	i	i	i	i	i	-6	-2	4	-1
CCS(=O)(=O)Nc1cccc(C(=O)CC2(O)C(=O)Nc3ccccc32)c1 (configuration not stated)
  0	i	i	i	i	i	i	-14	-2	0	2
CCn1cc(C(=O)N2CCN(c3ccc([N+](=O)[O-])cc3)CC2)c(=O)c2ccc(C)nc21
  8	i	i	i	i	i	i	-8	1	0	1
O=c1c(C(c2ccc(Cl)cc2)c2c(O)nc3n(c2=O)CCS3)c(O)nc2n1CCS2
  5	i	i	i	i	i	i	-4	4	23	1
COc1cc(OC)cc(-c2nnc(SCc3cccc(C(=O)O)c3)o2)c1
  3	i	i	i	i	i	i	-7	-1	-4	x
CCN(c1cccc(C)c1)S(=O)(=O)c1ccc2c(c1)oc(=O)n2C
  -10	i	i	i	i	i	i	2	-2	3	-2
Cc1ccccc1NC(=S)N(Cc1cccs1)C1CCCCC1
  0	i	i	i	i	i	i	-6	0	0	2
COCCCNC(=O)Cn1cnc2sc(C)c(S(=O)(=O)N3CCN(c4ncccn4)CC3)c2c1=O
  -5	i	i	i	i	i	i	-8	4	-3	4
CCCCCSc1nc2c(c(=O)[nH]c(=O)n2C)n1CC
  -5	i	i	i	i	i	i	-10	0	1	0
Cc1ccccc1NC(=O)COC(=O)c1c[nH]c(=O)[nH]c1=O
  1	i	i	i	i	i	i	-6	-3	-2	2
CN(C)c1ccc(CNc2ccc3c(c2)ncn3C(C)(C)C)cc1
  0	i	i	i	i	i	i	-5	-3	12	3
O=C(NCc1ccc2c(c1)OCO2)C1CCN(c2ncccn2)CC1
  -3	i	i	i	i	i	i	-19	-3	-3	-5
CN1CCN(CP(=O)(N2CCOCC2)N2CCOCC2)CC1
  8	i	i	i	i	i	i	-6	-3	-5	-5
O=C(NCC(=O)N(CC1CCCO1)C(C(=O)NC1CCCC1)c1ccc(F)cc1)c1ccco1 (configuration not stated)
  -2	i	i	i	i	i	i	-11	-9	-3	1
CCCCN1C(=O)/C(=C/C=C2\Oc3ccccc3N2CC)SC1=S
  x	i	i	i	i	i	i	-29	x	4	-1
O=C1CC(NS(=O)(=O)c2ccc([N+](=O)[O-])cc2)CN1c1ccc2c(c1)OCCO2 (configuration not stated)
  2	i	i	i	i	i	i	-9	-2	20	-2
Cn1c(N)c(C(=O)COC(=O)c2ccc(S(=O)(=O)N3CCCCC3)cc2)c(=O)n(C)c1=O
  -9	x	i	i	i	i	i	-12	-3	x	-5
N#Cc1c(Nc2ccccc2)c(C=NCCN2CCOCC2)c[nH]c1=O
  6	i	i	i	i	i	i	-5	20	12	-2
CCOc1ccc(NC(=O)c2ccc(C#CC(C)(C)O)cc2)cc1
  u	i	i	i	i	i	i	-16	-3	5	2
CCOC(=O)NC(=S)Nc1c(C)n(C)n(-c2ccccc2)c1=O
  0	i	i	i	i	i	i	-16	-3	-2	-2
O=C(NCc1cc(Br)cc(Br)c1OC(=O)c1ccccc1[N+](=O)[O-])c1ccccc1
  1	i	i	-9.9*	i	i	i	-13	1	-1	-8
COC(=O)c1[nH]c2c(c1C(=O)OC)CCc1ccccc1-2
  -60	i	i	i	i	i	i	-6	-1	1	0
COc1cc(C(=O)NCc2cc3cc(Cl)ccc3n2C)cc(OC)c1OC
  -1	i	i	i	i	i	i	-2	-3	-1	1
CCOC(=O)c1sc(=NC(=O)c2ccco2)n(C)c1C
  3	i	x	i	i	i	i	-3	-1	10	0
COC(=O)C1=C(C)NC(C)=C(C(=O)OC)C1c1cn(-c2ccccc2)nc1-c1ccco1
  7	-10*	i	i	i	i	i	-18	-18	0	2
Cc1cc(C)n2[nH]c(=O)c(N=Nc3ccccc3)c2n1
  9	i	i	i	i	i	i	-11	6	2	1
Cc1ccc(NC(=S)N2CC(C)OC(C)C2)cc1C (configuration not stated)
  1	i	x	i	i	i	i	-10	x	2	-1
O=C(CN1C(=O)/C(=C\c2cccc(F)c2)Oc2ccccc21)N1CCN(c2ccccn2)CC1
  -6	i	i	i	i	i	i	-1	-3	-1	2
Cc1ccc(C(=O)n2nnc3ccccc32)cc1[N+](=O)[O-]
  x	i	i	i	i	i	i	-3	-4	-3	0
O=C(NC1CCN(C(=O)c2ccccc2Br)CC1)c1ccccc1
  -6	i	i	i	i	i	i	1	-2	3	1
Cc1nc(NC(=O)C2CC2)sc1C(=O)Nc1cccc(Cl)c1
  u	i	i	i	i	i	i	-8	0	13	-17
NCCCC[C@@H](C(=O)N1CCNCC1)n1cc([C@@H](N)CO)nn1
  2	i	i	i	i	i	i	-4	x	5	-1
CCCC[n+]1ccn(-c2nc3c([N+](=O)[O-])cccc3n2C)c1
  7	i	i	i	i	i	i	0	3	x	-8
Cc1ccc2c(c1)N(C(=O)CCC(=O)NCCCN1CCN(C)CC1)CCO2
  0	i	i	i	i	i	i	-5	1	-1	-2
CC(=O)N1/C(=C/c2ccc(N(C)C)cc2)C(=O)c2ccccc21
  x	i	i	i	i	i	i	-25	x	2	1
CCCCN(C(=O)c1cc(-c2ccco2)nc2ccccc12)c1c(N)n(CCCC)c(=O)[nH]c1=O
  -6	i	i	i	i	i	i	-9	2	13	0
Cn1cnc([N+](=O)[O-])c1Oc1cccc2ccccc12
  6	i	i	i	i	i	i	-8	1	9	19
CC1(C)C(=O)C2(C(=O)NCc3ccccc3)CCC1C2 (configuration not stated)
  -2	i	i	i	i	i	i	-2	1	-1	5
Cc1ccccc1NC(=O)c1cccc(C(F)(F)F)c1
  3	i	i	i	i	i	i	-7	-1	-6	2

Later entries:
Values run as follows: HDAC3 inhib	KCNK3 block	PolyA inhibitor	KCNK9 inh	KCNQ1 inh	RGS4 pot	KCNQ1 pot	hERG protect	GSK3 alpha inh	Dyrk1A ADPGlo	GSK3beta inhib
COc1ccc(NC(=O)N2CCCC2C(=O)Nc2ccc(C)cc2C)cc1 (configuration not stated)
  0	i	i	i	i	i	i	-6	-1	-6	1
O=C(CSc1nc2ncc(Br)cc2[nH]1)Nc1ccccc1-c1ccccc1
  7	i	i	i	i	i	i	-12	x	0	1
N=c1nc(N)nc2n1NC(c1ccc(F)cc1)=CS2
  -6	i	i	i	i	i	i	-7	1	13	0
Cc1cc(NC(=O)CN2C(=O)S/C(=C\c3ccccc3)C2=O)no1
  -4	i	x	i	i	i	i	-6	-2	3	-3

High-throughput results: PubChem BioAssay, several laboratories
